# Screens deposited in PubChem by National Center for Advancing Translational Sciences (NCATS).
# PTHR1 agonist: PTHR1 (human) receptor agonism; Q03431; HEK293 GP2 PTHR1 cells, GloSensor cAMP luminescence, 1 h; Potency, µM (doses to about 115 µM), without a hit: at the top dose activation, actives largely listed as activators; hit rate 0.075% among 410,000; AID 743266; also: potency is read from the fitted curve at half-maximal effect; nearly all actives have a fitted effect of over 55% in size; some results filed as inactive show a strong effect at the top dose; inactives centre near -15; many of its hits are not listed in these tables
# Target sequence (Q03431 whole entry, looked up): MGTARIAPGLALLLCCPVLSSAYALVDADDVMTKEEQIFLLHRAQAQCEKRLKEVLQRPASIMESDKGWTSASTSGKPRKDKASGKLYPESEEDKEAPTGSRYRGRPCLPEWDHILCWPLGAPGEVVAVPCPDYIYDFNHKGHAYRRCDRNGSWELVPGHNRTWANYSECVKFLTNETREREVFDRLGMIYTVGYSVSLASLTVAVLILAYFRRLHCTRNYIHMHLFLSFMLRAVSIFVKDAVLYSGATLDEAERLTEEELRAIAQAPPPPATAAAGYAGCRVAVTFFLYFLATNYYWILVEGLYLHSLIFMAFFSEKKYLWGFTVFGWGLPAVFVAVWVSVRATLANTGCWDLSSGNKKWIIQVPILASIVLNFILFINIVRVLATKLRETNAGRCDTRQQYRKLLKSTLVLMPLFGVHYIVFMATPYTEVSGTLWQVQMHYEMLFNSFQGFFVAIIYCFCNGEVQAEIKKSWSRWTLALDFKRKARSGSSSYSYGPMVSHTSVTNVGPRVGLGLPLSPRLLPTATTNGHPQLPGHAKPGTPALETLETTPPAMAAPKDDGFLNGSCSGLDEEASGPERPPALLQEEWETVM
#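 HEK-293-derived GP2 cells expressing PTHR1 and a GloSensor cAMP reporter, 3,000/well, plated overnight, given luciferin plus IBMX (each 0.5 mM as added) for 1 h at 37 °C, then compound for 1 h at 37 °C. Luminescence was read after 15 min at room temperature.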
# aSyn rescue: inhibitors of alpha-synuclein toxicity in yeast; Yeast expressing alpha-synuclein, growth rescue, BacTiter-Glo, 24 h; Potency, µM (highest dose often 46.1 µM), inactives show at the top dose growth rescue (activation), usual class: activators; hit rate 0.14% among 370,000; AID 652106; also: potency is read from the fitted curve at half-maximal effect; % of control where 0% means no effect; nearly all actives have a fitted effect of over 65% in size
#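 Galactose-induced alpha-syn yeast (OD600=0.02, raffinose-pregrown) + pinned cpd, 24 hr, 30 deg C; growth by BacTiter-Glo luminescence. Growth restoration scores as activation.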
# GLP-1R agonist: GLP-1 receptor (human) agonism | HEK293 GLP-1R CRE-luciferase, luminescence, 4-6 h; cells express a hypersensitive GLP-1R form | Potency, µM (top dose mostly 45.6 µM), for the others: at the top dose activation, hits mostly activators | P43220 | AID 624172 | hit rate 0.007% among 380,000; also: potency is read from the fitted curve at half-maximal effect; % of control where 0% means no effect
# D3 ag: D3 dopamine receptor (human) agonism; hit rate 0.58% among 410,000; D3R DiscoveRx beta-arrestin cells, luminescence, 90 min; max activation, %; AID 652048; P35462; in the data active = max activation above about 30%; also: 0% is about no effect; mostly tested at two doses, the higher about 12 µM
# Target sequence (P35462 whole entry, looked up): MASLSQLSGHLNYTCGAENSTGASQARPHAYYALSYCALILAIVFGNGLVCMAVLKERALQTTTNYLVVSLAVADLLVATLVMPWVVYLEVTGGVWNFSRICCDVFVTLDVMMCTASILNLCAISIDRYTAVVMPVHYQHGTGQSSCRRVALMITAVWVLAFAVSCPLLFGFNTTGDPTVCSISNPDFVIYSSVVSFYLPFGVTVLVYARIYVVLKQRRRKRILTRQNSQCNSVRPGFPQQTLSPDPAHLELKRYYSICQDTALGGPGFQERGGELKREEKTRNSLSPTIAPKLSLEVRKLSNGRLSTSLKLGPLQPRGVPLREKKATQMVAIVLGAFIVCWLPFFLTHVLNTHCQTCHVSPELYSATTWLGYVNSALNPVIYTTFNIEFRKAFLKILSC
#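 Agonist-mode cell screen: cells plated at 1500/well and incubated overnight at 37 °C, then exposed to library compounds for 90 min at 37 °C. Detection reagent was added for 30–60 min at room temperature, and luminescence was read.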
# D3 antag: blocks the human D3 dopamine receptor | D3R cells, DiscoveRx beta-arrestin luminescence, antagonist mode; hits give low values | hit rate 2.5% among 360,000 | max response, negative = inhibition, % | P35462 | AID 652054; in the data active = max response below about -50%; inconclusive = no clear call, values can overlap the other calls; also: % is scaled to controls: 0 for no effect and ±100 for the full control effect; mostly tested at two doses, the higher about 12 µM
#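 Cells expressing the human receptor were seeded at 1500 cells/well, incubated overnight at 37 degrees C in 5% CO2, then exposed to library compounds with dopamine controls for 90 minutes at 37 degrees C before luminescent detection.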
# GLP1R inv ag: acts as inverse agonist at human GLP-1 receptor; P43220; HEK293 GLP-1R CRE-luciferase, luminescence, 24 h; GLP-1R form is constitutively active; Potency, µM (titrated, usually from 38.3 µM), for inactives: top-dose activity change, negative = inhibition, usual class: inhibitors; hit rate 1.6% among 410,000; AID 624417; also: potency is read from the fitted curve at half-maximal effect; % is scaled to controls: 0 for no effect and ±100 for the full control effect; nearly all actives have a fitted effect of over 55% in size
#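 HEK293 cells stably co-expressing constitutively active GLP-1R and a cAMP-responsive luciferase reporter were seeded in DMEM with 10% Nu serum, given compounds after 12 h, and incubated 24 h at 37 deg C. Luminescence was then read.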
# TDP-43 yeast inh: inhibitors of TDP-43 toxicity in yeast | Potency, µM (highest dose often 46.1 µM), for the others: top-dose growth rescue (activation), actives largely listed as activators | TDP-43 expressing yeast growth rescue, BacTiter-Glo, 24 h | hit rate 1.8% among 410,000; also: potency is read from the fitted curve at half-maximal effect; % of control where 0% means no effect; nearly all actives have a fitted effect of over 50% in size
#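 Growth rescue of TDP-43-toxic yeast measured as ATP luminescence (BacTiter-Glo). Cells grown to mid-log in raffinose, induced in galactose at OD600=0.02, exposed to compound 24 hr at 30 deg C.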
# GLP1R cytotox: cytotoxic in the GLP-1 receptor inverse agonist counter-screen; Potency, µM (titrated, usually from 38.3 µM), without a hit: at the highest dose activity change, negative = inhibition, hits mostly inhibitors; AID 624418; hit rate 0.13% among 410,000; HEK293 cAMP-luciferase reporter cells, luminescence, 24 h;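 also: loss of luciferase light is scored as toxicity; potency is read from the fitted curve at half-maximal effect; % is scaled to controls: 0 for no effect and ±100 for the full control effect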
#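 1536-well qHTS counterscreen of the MLSMR; 200 cells/uL, 12 h pre-incubation, 23 nL cpd, 24 h at 37 deg C 5% CO2, luciferase detection reagent, 12 min RT, luminescence. Inhibition = undesired.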
# KB-V1 cytotox: KB-V1 MDR subline cytotoxicity | KB-V1 MDR cells viability, CellTiter-Glo, 72 h | Potency, µM (doses to about 46.1 µM), inactives show top-dose activity change, negative = cytotoxicity, usual class: cytotoxic | hit rate 3.4% among 400,000 | AID 1347076; also: potency is read from the fitted curve at half-maximal effect; % is scaled to controls: 0 for no effect and ±100 for the full control effect; nearly all actives have a fitted effect of over 60% in size
#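 Cells of the MDR subline KB-V1 are plated, dosed with compound at multiple concentrations, and incubated 72 h at 37 degrees C; CellTiter-Glo is then added and luminescence read after 10 min.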
# Starred values were filed as active, the others as inactive; i = inactive; u = inconclusive; x = not tested or not shown; & = joins results of further samples; [ ] = dose if it differs, or a comment. Unless noted, calls follow the shape of the dose curve; as a rule, active = well fitted curve in the direction sought with a large enough effect; inconclusive = small, poorly fitted or top-dose-only effect, or another doubt; inactive = no such curve, though single readings can be large; an effect the other way counts as inactive or inconclusive. Not all compounds are listed; count on the stated rates, not on these rows.
compound	PTHR1 agonist	aSyn rescue	GLP-1R agonist	D3 ag	D3 antag	GLP1R inv ag	TDP-43 yeast inh	GLP1R cytotox	KB-V1 cytotox
O=[N+]([O-])c1ccc(NCc2ccc3c(c2)OCO3)cc1	-1%	2%	u	2	-17	12%	-9%[0.397 µM]	-18%	-11%
CCN(C(=O)c1cc2c(=O)n3ccccc3nc2n1C)C1CCCCC1	-28%	3%	-3%	-13	-6	43%[activator]	u	395%[activator]	-17%
COc1ccccc1C1(O)CCN(CC(=O)Nc2c(C)nn(C)c2C)CC1	-19%[57.5 µM]	2%	-1%	-5	5	0%	-8%	-1%	4%
CCOc1ccc(CCNC(=O)COC(=O)CNC(=O)c2ccc(Br)o2)cc1OCC	i	2%	7%	-5	-17	70%[activator]	-1%	-3%	1%
COC(=O)C1=C(C(=O)OC)[C@@H]2N(Cc3ccccc3)c3ccccc3[C@@]23C[C@@H](CO)N(C(=O)NC2CCCC2)C3=N1	-9%	6%	-4%	2	34	8%	15%	-6%	u
CCN(CC)CCOC(=O)c1ccc(NC(=O)CCn2c(=O)oc3ccccc32)cc1	-24%	x	2%	2	x	32%[activator]	16%	-3%	7%
Cc1ccc(NC(=O)N(Cc2nc3ccccc3c(=O)[nH]2)Cc2cccs2)cc1	i	-4%	21%	5	9	16%	-17%	11%	-25%
CCCCC(=NCCc1c(C)[nH]c2ccccc12)C1=C(O)CC(c2ccccc2)CC1=O (stereo not given)	-11%	6%	-2%	8	-3	u	x	u	9.2µM*
COCCNc1nc(-c2ccc(OC)cc2)c(-c2ccc(OC)cc2)s1	i	u	19%	0	15	u	11%	-20%	-24%
COc1cc(/C=C2/SC(=S)N(CC(=O)Nc3nc4ccccc4s3)C2=O)cc(OC)c1OC	22%[57.5 µM]	4%	0%	-4	-6	17%	0%	-3%	10%
CCC(CC)c1nnc(NC(=O)C2=COCCO2)s1	i	2%	1%	6	4	13%	-4%	-5%	2%
Cc1nc2c(c(=O)c3ccccc3n2C)c(=O)n1-c1ccccc1	i	0%	8%	-10	-10	5%	-34%[inhibitor]	u	u

# (cont.)
compound	PTHR1 agonist	aSyn rescue	GLP-1R agonist	D3 ag	D3 antag	GLP1R inv ag	TDP-43 yeast inh	GLP1R cytotox	KB-V1 cytotox
CCc1nc2ccc(C(=O)N3CCN(c4cc(C)ccc4C)CC3)cc2nc1CC	-28%&-23%	6%	20%	6&6	23	u	u	-2%&-19%	-27%&0%
CC(C)Oc1nnnn1-c1ccccc1	-10%[57.5 µM]	-3%	20%	-10	0	7%	-18%	10%	12%
Nc1nnc(SCC(=O)NN2C(=O)NC3(CCCCC3)C2=O)s1	-19%	-17%	1%	-3	2	-3%	7%	-4%	15%
Cc1c(-c2ncn[nH]2)sc(C#N)c1-c1ccccc1	-18%	-7%	24%	3	8	8%	u	2%	-23%
Cc1nnc(NC(=O)CSc2nnc(CC(=O)Nc3ccccc3F)n2C)s1	i	0%	9%	5	-16	11%	-7%	-8%	18%
CN(C)/C=N/c1nc2nccc(-c3ccccn3)n2n1	-21%	-2%	4%	-3	-4	-6%[7.66 µM]	10%[9.22 µM]	-3%[7.66 µM]	-7%
O=C1/C(=C/c2ccccc2)SC(=S)N1N1C(=O)C2CC2C1=O (stereo not given)	-50%[inhibitor]	3%	-5%	-1	-10	22%	u	-6%	5%
Cc1ccc(/C=N/NC(=O)c2cc3ccccc3cc2O)o1	-12%	-2%	-1%	-3	-29	u	0%	2%	-5%
Cc1ccc(-c2[nH]c3c(c2-c2c(-n4cccc4)n(C)c(=O)[nH]c2=O)c(=O)[nH]c(=O)n3C)cc1	-24%	x	x	7	x	3%	21%	-8%	x
O=C1CCCN1c1ccc(S(=O)(=O)Nc2ccc3c(c2)OCCO3)cc1	i	3%	2%	0	4	u	0%	u	18µM*
COc1ccc(N2CCN(C(=O)c3cnc(N4CCOCC4)c4ccccc34)CC2)cc1	-37%[inhibitor]	x	x	9	x	16%	u	25%	-5%
Nc1cc(C(=O)OCC(=O)NCCC2=CCCCC2)ccc1Cl	-18%	2%	-2%	-20	-25	-18%	26%	0%	-13%

# (listing goes on)
compound	PTHR1 agonist	aSyn rescue	GLP-1R agonist	D3 ag	D3 antag	GLP1R inv ag	TDP-43 yeast inh	GLP1R cytotox	KB-V1 cytotox
CCSc1nnc(N2C(=O)C(O)=C(C(=O)c3ccco3)C2c2cccc(OC)c2)s1 (stereo not given)	-26%	-7%	3%	-12	-5	-8%	-8%	15%	-14%
Cc1nc(C)c(C(=O)OCC(=O)NCCc2ccc(F)cc2)s1	i	-3%	6%	0	0	49%[activator]	-6%	2%	0%
O=C1c2cc(Br)ccc2OC2C=CC=CC12 (stereo not given)	-15%	4%	-5%	13	-6	7%	-1%	2%	0%
O=C(CN1C(=O)c2cccc3cccc1c23)Nc1cccnc1	-5%[57.5 µM]	1%	3%	-3	5	28%	-5%	60%[activator]	-4%
Cc1ccc(-c2noc(C3CCCCC3)n2)cc1	-20%[57.5 µM]	4%	-12%	2	6	17%	-3%	0%	14%
CCOc1ccccc1C1C(C(=O)Nc2ccc(OC)cc2)=C(C)Nc2nc(CCCO)nn21 (stereo not given)	0%	-10%	-1%	0	9	6%	1%	-9%	-7%
O=C(CSc1nnc(-c2cccnc2)s1)Nc1ccnc2ccccc12	-9%	-2%	0%	3	13	2%	u	-8%	1.6µM*
COc1cccc(CNC(=O)C2CC(=O)N(C3CCCCC3)C2)c1 (stereo not given)	i	-2%	-2%	-5	-14	7%	-8%	-3%	29%
CCn1c(=O)c(CCC(=O)NCC2CCCO2)c(C)c2c(C)nn(-c3ccccc3)c21 (stereo not given)	i	-1%	5%	-9	9	u	1%	-10%	-3%
O=C(c1ccccc1)c1coc2ccc(O)c(Cl)c12	-45%[inhibitor]	12%	9%	-2	-52*	-9%	u	-5%	u
O=C(O)Cn1ccc2cc(S(=O)(=O)N3CCCCC3)ccc21	i	-3%	-5%	5	11	5%	u	-3%	18%
CC1(C(=O)NS(=O)(=O)c2ccccc2)CCN1C(=O)Cc1ccccc1 (stereo not given)	i	2%	-1%	4	18	2%	0%	0%	4%

# Record cards, from the list above.
# Record of CCOc1ccccc1C1C(C(=O)Nc2ccc(OC)cc2)=C(C)Nc2nc(CCCO)nn21 (stereo not given) : PTHR1 agonist = 0%; aSyn rescue = -10%; GLP-1R agonist = -1%; D3 ag = 0; D3 antag = 9; GLP1R inv ag = 6%; TDP-43 yeast inh = 1%; GLP1R cytotox = -9%; KB-V1 cytotox = -7%
# Record of CCSc1nnc(N2C(=O)C(O)=C(C(=O)c3ccco3)C2c2cccc(OC)c2)s1 (stereo not given) : PTHR1 agonist = -26%; aSyn rescue = -7%; GLP-1R agonist = 3%; D3 ag = -12; D3 antag = -5; GLP1R inv ag = -8%; TDP-43 yeast inh = -8%; GLP1R cytotox = 15%; KB-V1 cytotox = -14%

# Following part
compound	PTHR1 agonist	aSyn rescue	GLP-1R agonist	D3 ag	D3 antag	GLP1R inv ag	TDP-43 yeast inh	GLP1R cytotox	KB-V1 cytotox
Cc1ccc(CNC(=O)Cn2ccn(-c3ccc(C)c(C)c3)c(=O)c2=O)cc1	i	x	x	20	x	-13%	14%	-11%	x
CCOC(=O)CC1C(=O)NCCN1C(=O)Nc1ccccc1 (stereo not given)	i	1%	-15%	3	-29	1%	20%	3%	0%
Cc1cccc(-n2ncc(C(=O)Nc3ccc4c(c3)OCO4)c2C2CCN(C(=O)OC(C)(C)C)CC2)c1	-34%[inhibitor]	x	x	-26	x	u	8%	-5%	8%
O=C(N/N=C/c1ccccc1[N+](=O)[O-])c1ccc2c(c1)OCCO2	-29%	4%	11%	2	2	-14%	1%	-6%	-21%
COc1ccccc1C(=O)COC(=O)Cn1[nH]c(=O)c2ccccc2c1=O	i	5%	-4%	3	21	-8%	-8%	-12%	0%
CCOC(=O)c1c(C)c(C(=O)NCc2ccc(OC)cc2)c(C)n1C	i	1%	8%	-5	-7	30%	18%	0%	-32%
O=C(COc1ccc(S(=O)(=O)N2CCCCC2)cc1)NCc1ccncc1	-7%[57.5 µM]	-6%	0%	11	0	1%	-19%	19%	u
CCCCN(CC)CCNC(=O)c1nn(C)c2c1CS(=O)(=O)c1ccccc1-2	i	x	x	-19	x	4%	12%	7%	3%
CCOC(=O)C1=C(c2ccccc2)NC(=O)NC1c1ccc(OC)cc1OC (stereo not given)	i	-5%	10%	10	13	-10%	-7%	-9%	-4%
O=C(CSCc1c(F)cccc1Cl)NCCSCc1ccco1	-14%	9%	18%	-4	-1	u	u	-14%	0%
CC(C)c1cccc(-c2csc(C(O)c3cccc(Cl)c3)n2)c1 (stereo not given)	-22%	-44%[inhibitor]	-5%	-4	-9	u	-28%	u	1%
O=C(NCc1cccnc1)c1cnc2n(c1=O)CCS2	i	0%	7%	-1	-8	39%[activator]	-4%	15%	9%
COc1ccc(-n2c(CNC(=O)c3ccc(S(=O)(=O)N4CCCC4)cc3)n[nH]c2=S)cc1	-35%[inhibitor]	0%	1%	-21	20	0%	0%	5%	0%
COc1ccc2c(CNCc3cccs3)c(C(=O)O)n(Cc3cccc(F)c3)c2c1	i	x	x	4	x	-13%	13%	-16%	-1%

# 2 compounds drawn at random from the list so far, as already listed:
compound	PTHR1 agonist	aSyn rescue	GLP-1R agonist	D3 ag	D3 antag	GLP1R inv ag	TDP-43 yeast inh	GLP1R cytotox	KB-V1 cytotox
CCn1c(=O)c(CCC(=O)NCC2CCCO2)c(C)c2c(C)nn(-c3ccccc3)c21 (stereo not given)	i	-1%	5%	-9	9	u	1%	-10%	-3%
O=C(COc1ccc(S(=O)(=O)N2CCCCC2)cc1)NCc1ccncc1	-7%[57.5 µM]	-6%	0%	11	0	1%	-19%	19%	u
